Compound activity: PubChem, several laboratories
TNAP inh no acc = blocks human TNAP activity with no phosphate acceptor present; 0.26% of 200,000 active; purified TNAP, CDP-star luminescence, 30 min; AID 1012; P05186; inhibition, % at 20 µM;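 active = tissue-nonspecific alkaline phosphatase inhibition above about 50% at 20 µM in the single-dose screen, limit read from the data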;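 also: 0% = DMSO negative control and 100% = EDTA positive control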
Target sequence (P05186 whole entry, looked up): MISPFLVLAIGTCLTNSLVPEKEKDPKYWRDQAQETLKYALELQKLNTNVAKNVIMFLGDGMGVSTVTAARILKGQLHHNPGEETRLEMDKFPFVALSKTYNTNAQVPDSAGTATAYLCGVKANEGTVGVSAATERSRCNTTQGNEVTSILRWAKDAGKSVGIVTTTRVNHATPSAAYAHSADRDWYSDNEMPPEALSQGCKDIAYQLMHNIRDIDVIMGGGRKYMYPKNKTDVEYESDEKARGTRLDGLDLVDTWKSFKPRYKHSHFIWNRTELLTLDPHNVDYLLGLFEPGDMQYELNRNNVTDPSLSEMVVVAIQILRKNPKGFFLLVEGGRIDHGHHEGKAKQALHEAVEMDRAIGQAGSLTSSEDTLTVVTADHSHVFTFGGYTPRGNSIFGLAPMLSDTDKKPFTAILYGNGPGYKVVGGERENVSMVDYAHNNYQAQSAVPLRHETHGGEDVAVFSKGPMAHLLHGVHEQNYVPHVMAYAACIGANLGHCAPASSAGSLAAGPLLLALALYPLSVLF
L major viab = inhibitors of Leishmania major promastigote growth. Leishmania major promastigotes, resazurin fluorescence viability. inhibition, % at 10 µM. 9% of 200,000 active. AID 1063; in the data active = inhibition above about 50%;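 also: promastigotes grown with compound for 44 hours at 28 °C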
TNAP act hiacc = increases human TNAP activity under high phosphate acceptor concentration | 200,000 tested, under 10 active | activation factor at 20 µM | P05186 | AID 1136 | purified TNAP, CDP-star luminescence, 1 M DEA, 30 min; active compounds read high; 0 = EDTA background, 1 = DMSO-only activity;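 active = activation factor at least 2 at 20 µM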
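Measured by: Luminescent substrate turnover signal | Test system: Human TNAP | Input: TNAP 1/800 final | Dosing: 20 µM single point | Schedule: 30 min, room temperature | Controls: EDTA wells as negative control, DMSO wells as positive control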
bIAP act = intestinal alkaline phosphatase (bovine) activation; purified bovine IAP, CDP-star luminescence, 30 min; active compounds read high; fold of DMSO-control signal, blank-subtracted; activation factor at 20 µM; 0.17% of 200,000 active;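 active = activation factor of 2 or more at 20 µM, a signal rise over negative controls twice the positive control's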
TNAP inh hi DEA = TNAP (human) inhibition, high acceptor. P05186. purified TNAP, CDP-star luminescence, 1 M DEA. inhibition, % at 20 µM. 0.03% of 200,000 active. AID 1135;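 active = over 50% inhibition of tissue-nonspecific alkaline phosphatase at 20 µM in the single-dose screen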;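 also: plate controls were DMSO wells for no effect and EDTA-quenched wells as full inhibition for full effect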
bIAP inhibitor = blocks bovine intestinal alkaline phosphatase activity | purified bovine IAP, CDP-star luminescence, 30 min | inhibition, % at 20 µM | 190,000 tested, under 10 active;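 active = over 50% inhibition of intestinal alkaline phosphatase at 20 µM in the single-dose screen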
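Assay system – bovine IAP enzyme · Quantity – bovine IAP at 1/65,000,000 final dilution · Detection – CDP-star luminescence signal · Times – 30 min reaction at room temperature · Also added – CDP-star substrate at 30 µM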
APP transl inh = APP translation inhibition; SH-SY5Y APP 5'UTR-luciferase reporter, luminescence; inhibition, % at 2 µM; 0.82% of 190,000 active;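 active = inhibition above a set limit, derived from the sample mean plus 3 SD, cut at about 45% in these data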; also: values of inactives mirror those of a sister screen read the other way
RAM inhibit = blocks the yeast RAM network. S. cerevisiae dse1pr::URA3 reporter, 5-FOA growth OD615, 2 d; analog-sensitive cbk1-as2 kinase mutant strain. 1.8% of 190,000 active. inhibition, % at 50 µM. AID 868;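 active = inhibition above a set limit, 3 SD over mean compound inhibition, cut at about 8.4% in these data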;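 also: 0% = DMSO-only wells with no growth and 100% = 10 µM 1-NA-PP1 full growth; inhibition rescues growth on 5-FOA so higher OD means more RAM inhibition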
FLuc inh counter = Photinus pyralis luciferase inhibition counter-screen; P08659; ATPLite firefly luciferase biochemical luminescence, 10 min; inhibition, % at 10 µM; 1.5% of 200,000 active; AID 1006;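 active = inhibition above about 50% when tested at 10 µM, limit read from the data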
Target sequence (P08659 whole entry, looked up): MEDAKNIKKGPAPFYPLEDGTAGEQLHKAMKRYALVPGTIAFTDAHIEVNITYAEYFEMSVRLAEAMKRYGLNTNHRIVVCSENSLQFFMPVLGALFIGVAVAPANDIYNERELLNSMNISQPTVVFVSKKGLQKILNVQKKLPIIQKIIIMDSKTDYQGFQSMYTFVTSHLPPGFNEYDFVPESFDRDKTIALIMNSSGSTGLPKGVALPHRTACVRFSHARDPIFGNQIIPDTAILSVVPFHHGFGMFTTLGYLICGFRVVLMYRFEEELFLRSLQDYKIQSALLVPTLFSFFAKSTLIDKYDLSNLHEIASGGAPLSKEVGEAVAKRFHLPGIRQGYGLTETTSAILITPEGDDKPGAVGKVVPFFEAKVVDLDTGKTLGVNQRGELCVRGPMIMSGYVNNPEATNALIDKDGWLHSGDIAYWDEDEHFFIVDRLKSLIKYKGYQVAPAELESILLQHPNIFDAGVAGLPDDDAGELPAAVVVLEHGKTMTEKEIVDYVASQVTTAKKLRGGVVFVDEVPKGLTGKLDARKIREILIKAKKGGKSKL
FLuc act counter = affects firefly luciferase, flagging false hits in luciferase stimulation screens; ATPlite luciferase biochemical, luminescence, 10 min; 0 = ATP-free wells, 1 = DMSO control; 200,000 tested, under 10 active; activation factor at 10 µM;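 active = luciferase activation factor, scaled between plate controls, of at least 2 with compound at 10 µM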
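Assay system: Luciferase/luciferin detection reagent, cell-free biochemical luciferase assay / Read-out: luciferase activation / Benchmarks: No-ATP low control, compound-free enzyme-plus-ATP high control / Medium: PBS buffer for ATP / Detection: luminescence measurement of luciferase light output / Schedule: 10 min at ambient temperature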
Numbers without * were called inactive.

item	mol	TNAP inh no acc	L major viab	TNAP act hiacc	bIAP act	TNAP inh hi DEA	bIAP inhibitor	APP transl inh	RAM inhibit	FLuc inh counter	FLuc act counter
1	CCOC(=O)c1c(/N=C/C2C(=O)CC(C)(C)CC2=O)sc(C)c1C	7	0	1.1	1.3	-7	-33	-3	8.0	-9	1.1
2	CC1CCc2nn(CC(=O)NC3CCCC(C)C3C)cc2C1 (stereo not given)	-9	-5	1	1	2	0	-10	1.0	-4	1
3	CC1CCc2cc(F)ccc2N1C(=O)CSc1nnc2c(n1)[nH]c1ccc(F)cc12 (stereo not given)	-3	10	1	1	-3	-3	-12	0.6	-6	1.1
4	CCc1cc(=O)oc2cc(C)cc(OCC(=O)C(C)(C)C)c12	-8	8	1	1.1	-4	-9	-1	0.7	0	1
5	CO/N=C\c1cc(C(=O)c2ccc(Cl)cc2Cl)cn1C	-11	7	1	1.1	-5	-7	-12	0.8	-3	1
6	COC(=O)c1ccc(CO/N=C/c2ccc(OC)cc2)o1	-11	1	1	0.8	-3	15	-11	-1.3	-2	1
7	Cc1ccc(CN2C(=O)CCC2C(=O)NCCCN2CCCCC2C)cc1 (stereo not given)	-11	-4	1.1	1.2	-9	-16	-5	-0.3	-2	1
8	Cc1ccc(N(CC(=O)N/N=C/c2ccc(OC3CSC3)cc2)S(=O)(=O)c2ccccc2)cc1	-8	30	1	0.7	-4	26	-12	1.0	-4	1
9	Cc1ccc2[nH]c(-c3ccccc3)cc(=O)c2c1	-18	20	1.1	0.9	-6	12	91*	0.4	86*	0.1
10	O=C(CCN1CCN(c2ccccc2F)CC1)Nc1ccc2c(c1)OCO2	10	12	1	1.1	-2	-12	7	0.2	-8	1.1
11	Brc1ccc(C2=NC(Cc3ccccc3)CO2)cc1 (stereo not given)	-5	-5	1	0.9	0	12	-62	-0.3	2	1
12	Cc1ccc(NC(=O)C2CCN(S(=O)(=O)c3ccccc3)CC2)cc1	-12	-3	1.1	1	-6	-1	-10	2.6	-8	1.1
13	Cc1ccc(-n2cc(C(=O)c3ccc(F)cc3)nn2)cc1Cl	-15	-14	1	0.6	-5	37	-72	2.5	24	0.8
14	CCN(CC)c1ccc2cc(C(N)=O)c(=N)oc2c1	7	9	0.8	1.2	24	-25	-7	0.6	13	0.9
15	CCCCOc1ccc(C(=O)Nc2ccc(C)cc2[N+](=O)[O-])cc1	-11	-1	1	0.9	-1	15	1	9.1*	-3	1
16	CN(C#N)c1nccc(-c2cccs2)n1	-16	14	1	1.1	-2	-11	19	2.6	-3	1
17	Cc1nc2cc(NS(=O)(=O)c3ccc(Br)cc3)ccc2n1C	-3	16	1	1	-4	-3	7	1.9	1	1
18	COc1ccc(CN(C)C(=S)Nc2ccc(OC(F)F)cc2)cc1	-3	-1	1.1	0.8	-8	23	-14	1.4	-2	1
19	O=C1Nc2ccc(S(=O)(=O)N3CCCC3)c3cccc1c23	-5	5	1.1	0.9	-7	13	-2	1.0	-10	1.1
20	CC(=O)N1C(=O)C2(C(C#N)=C(N)Oc3c2c(C)nn3-c2ccccc2)c2ccccc21 (stereo not given)	-1	-7	1	0.9	-4	6	2	2.6	-8	1.1
21	O=C1C=C(Nc2ccc(O)cc2)CC(c2ccco2)C1 (stereo not given)	-9	-8	1	0.9	3	10	-14	1.1	0	1
22	CN(C)CCOc1nc(-c2ccccc2)nc2c1oc1ccccc12	3	100*	1.1	1.2	-10	-16	-4	1.4	-7	1.1
23	Cc1ccc(-c2nc(SCC(=O)NCC3CCCO3)c(-c3ccc(Cl)cc3)[nH]2)cc1 (stereo not given)	-4	4	1	0.9	1	6	9	1.6	-4	1
24	O=C(NCc1ccco1)C(NS(=O)(=O)c1cccc2nsnc12)c1ccccc1 (stereo not given)	-4	-1	1	0.9	-4	7	9	2.3	-7	1.1
25	Cc1cc(NC(=O)COC(=O)c2cccc(OCc3ccccc3)c2)no1	-14	-6	1	0.9	-5	6	6	4.2	-6	1.1
26	Cc1ccc(/C=N/NC(=O)c2cc(C)oc2C)o1	-15	-4	1.1	0.8	-6	17	0	0.1	6	0.9
27	Cc1cc(=O)[nH]c(SCC(=O)Nc2ccc(S(=O)(=O)N3CCOCC3)cc2)n1	-12	-6	1	1	-1	2	-7	-0.4	-2	1
28	CC(C)N1CCc2c(sc(NC(=O)c3ccc(S(=O)(=O)N4CCc5ccccc54)cc3)c2C(N)=O)C1	-3	100*	1	0.9	-1	10	3	3.1	-6	1.1
29	CCOc1ccc(-c2c(C(=O)N/N=C/c3ccc(OC(C)C)cc3)nnn2-c2nonc2N)cc1	4	-7	1	0.9	-2	12	-17	0.1	7	0.9
30	CC(=O)c1sc(NC(=O)c2ccccc2F)nc1-c1ccccc1	-26	-7	1	1	0	1	-141	4.7	10	0.9
31	CC(=O)Nc1ccc(S(=O)(=O)NCC(=O)OCC(=O)NC(=O)C2CCCCC2)cc1	-4	-7	1	0.6	-3	39	-8	1.6	-4	1
32	COCCN(C(=O)CSc1nc2ccc(C)cc2[nH]1)c1c(N)n(Cc2ccccc2)c(=O)[nH]c1=O	-25	0	1	1.3	0	-25	-15	0.0	-1	1
33	O=C(Cc1ccccc1)N/N=C/c1cccc([N+](=O)[O-])c1	-3	-1	1	1	1	-2	-13	0.8	-2	1
34	COc1ccc(CNC(=O)c2cc(-n3cnnc3)ccc2Cl)cc1	-8	-3	1.1	1	-6	-1	7	0.3	-12	1.1
35	CCOc1cc(N2CCOCC2)c(OCC)cc1NC(=O)c1ccccc1	-7	13	1	1.1	-4	-15	18	1.0	-1	1
36	O=c1c2c(ncn2C2CCCC2)n(Cc2ccccc2)c(=O)n1CCOc1ccccc1	-1	4	1	0.9	-1	13	3	5.9	-3	1
37	Fc1ccc(NC(=S)NCCc2ccccn2)cc1	-8	3	1	1	0	-2	6	1.2	-1	1
38	O=C(NC1CC1)C1CCC(=O)N1C1CCCC1 (stereo not given)	-3	-4	1	1	2	-3	-12	-0.2	0	1
39	COc1ccc(/C=N/NC(=O)CSCC(=O)Nc2ccccc2)cc1OC	-8	2	1	0.9	-1	9	8	0.7	1	1
40	CCOC(=O)C1(CC2CC2)CCN(Cc2ccc(OC)cc2F)CC1	-2	43	1	1	0	-2	9	0.1	2	1
41	Cc1ccc2nc(N3CCC(C(=O)O)CC3)nc(-c3ccccc3)c2c1	-19	-4	1.1	1.2	-12	-23	0	0.1	-9	1.1
42	CC(C)(C)N(NC(=O)OCc1ccccc1)C(=O)c1ccccc1	-9	5	1	1	-1	-3	7	2.0	-10	1.1
43	CCOCCCNCC(=O)Nc1ccc(OC(F)(F)F)cc1	-17	-5	1	1	-4	-2	12	-0.5	-1	1
44	O=[N+]([O-])c1ccc(-c2csc(N/N=C/c3cccnc3)n2)cc1	4	-3	0.9	0.8	5	24	6	2.1	-3	1
45	COc1ccc(C(=O)Nn2c(CCC(=O)O)ccc2-c2ccc(C)cc2)cc1OC	-6	-6	1	0.9	-3	8	9	0.3	-4	1
46	CCOc1ccc(S(=O)(=O)NCCC(=O)OCC(=O)c2ccc[nH]2)cc1	-17	-4	1.1	0.9	-5	10	-22	-0.5	-7	1.1
47	CC(C)Oc1ccc(N2C(=O)c3ccccc3C2=O)cc1	-23	-6	1	0.9	-4	6	-2	2.5	18	0.8
48	NC(=O)c1cc2ccccc2o/c1=N/NC(=O)c1cccs1	11	12	0.9	0.9	8	11	1	1.9	-3	1
49	CCNC(=S)N/N=C/c1ccc(F)cc1	-13	0	1.1	0.9	-6	8	-1	0.8	47	0.5
50	Cn1c(=O)c2c(nc(CN3CCN(c4ccccc4)CC3)n2Cc2c(F)cccc2Cl)n(C)c1=O	-3	35	1.1	1	-13	4	-6	1.1	-9	1.1
51	O=C(N/N=C/c1ccc(F)cc1)c1c(O)c2ccccc2[nH]c1=O	6	4	1	0.9	-5	5	-12	0.1	-5	1.1
52	Cc1cc(C(=O)COC(=O)c2cc(Cl)ccc2N)c(C)n1Cc1ccco1	1	33	1	1	-1	-5	-171	3.0	34	0.7
53	CCCOc1ccc(C(=O)Nc2c[nH]c(=O)[nH]c2=O)cc1	6	-7	1	0.9	0	14	-26	2.2	1	1
54	Cc1c(C(=O)O)cnc2c([N+](=O)[O-])cnn12	-9	-4	1	1	-4	2	3	0.1	-8	1.1
55	CN(c1ccccc1)S(=O)(=O)c1ccc(C(=O)Nc2nnc(C3CC3)o2)cc1	-22	98*	1.1	0.9	-5	6	-6	4.0	-6	1.1
56	COc1ccc(C(=O)COC(=O)CCN=C2NS(=O)(=O)c3ccccc32)cc1OC	5	0	1	0.9	0	6	-4	0.0	2	1
57	COC(=O)c1ccc(NC(=O)COc2ccc(S(=O)(=O)NC(C)C)cc2)cc1	-14	-5	1	0.9	-3	12	7	3.8	-4	1
58	CCN(CC)C(=O)n1cnc(-c2ccccc2)c1-c1ccccc1	-1	69*	1	0.6	5	37	-3	-0.1	-1	1
59	CC(c1nnnn1C(C)(C)C)N(Cc1cccnc1)Cc1ccccc1Cl (stereo not given)	-7	96*	1	1	-2	0	13	-0.3	-6	1.1
60	O=C(CSc1nc2ccccc2c(=O)n1NC(=O)Cc1ccccc1)NCc1ccccc1Cl	-2	35	1.1	1.1	-6	-6	-9	1.1	-10	1.1

Some of the entries so far, with values under each structure.
Second line of a record: TNAP inh no acc, L major viab, TNAP act hiacc, bIAP act, TNAP inh hi DEA, bIAP inhibitor, APP transl inh, RAM inhibit, FLuc inh counter, FLuc act counter
51: O=C(N/N=C/c1ccc(F)cc1)c1c(O)c2ccccc2[nH]c1=O
→ 6, 4, 1, 0.9, -5, 5, -12, 0.1, -5, 1.1
52: Cc1cc(C(=O)COC(=O)c2cc(Cl)ccc2N)c(C)n1Cc1ccco1
→ 1, 33, 1, 1, -1, -5, -171, 3.0, 34, 0.7
53: CCCOc1ccc(C(=O)Nc2c[nH]c(=O)[nH]c2=O)cc1
→ 6, -7, 1, 0.9, 0, 14, -26, 2.2, 1, 1

The results go on.
item	mol	TNAP inh no acc	L major viab	TNAP act hiacc	bIAP act	TNAP inh hi DEA	bIAP inhibitor	APP transl inh	RAM inhibit	FLuc inh counter	FLuc act counter
61	CC(=O)OC(C)C[N+](C)(C)C (stereo not given)	-9	-5	1	0.9	-5	12	-4	0.5	-1	1
62	Cc1nn(-c2ccccc2)c(C)c1/C=N/NC(=O)c1cccs1	-15	2	1	0.7	-3	34	-50	1.2	44	0.6
63	N#Cc1cc2[nH]c3ccccc3c2[n+](-c2ccc([N+](=O)[O-])cc2)c1N	11	16	0.8	0.8	17	23	10	2.0	-6	1.1
64	CCc1nnc(NC(=O)C2(C)COC(c3ccccc3)OC2)s1 (stereo not given)	-6	-6	1	1.1	2	-6	7	-0.9	-3	1
65	CCCc1nc2c(sc3nc4c(cc32)COC(C)(C)C4)c(=O)n1CCN(C)C	-7	2	1	1	-3	5	5	0.3	-5	1.1
66	O=C(Cc1ccccc1)Nc1ccccc1Oc1ccccc1	-21	-8	1	1	0	0	-6	0.4	-5	1.1
67	c1ccc(CNc2ncnc3nc[nH]c23)nc1	19	-2	1	1	-3	-5	-7	1.7	-9	1.1
68	COc1cccc(C2C(C#N)=C(N)Oc3cc(N)ccc32)c1OC (stereo not given)	-2	-4	1	0.9	1	14	-8	2.6	-7	1.1
